# Screens as filed in PubChem.
# HMGR II inh = inhibitors of E. faecalis class II HMGR, primary screen, biochemical, Enterococcus faecalis. 190,000 compounds, 0.41% hits. purified E. faecalis HMGR, NADPH absorbance 340 nm kinetic. inhibition, % at 10 µM;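 active means inhibition above a set limit, the median over all tested compounds plus 3 SD, cut at about 9.5% in these data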;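 further: enzyme runs in reverse so mevalonate oxidation gives rising NADPH absorbance; 0% = complete reaction with DMSO and 100% = background rate lacking mevalonate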
# FLuc inh counter = firefly luciferase enzyme inhibitors, primary screen, artefact control for luciferase-based inhibitor screens, biochemical, luminescence, ATPLite; 10 min; 200,000 compounds, 1.5% hits; inhibition, % at 10 µM; AID 1006, 2008; Luciferin 4-monooxygenase (Photinus pyralis), P08659;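 active means inhibition above about 50% when tested at 10 µM, limit read from the data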
# Target sequence (P08659 whole entry, looked up): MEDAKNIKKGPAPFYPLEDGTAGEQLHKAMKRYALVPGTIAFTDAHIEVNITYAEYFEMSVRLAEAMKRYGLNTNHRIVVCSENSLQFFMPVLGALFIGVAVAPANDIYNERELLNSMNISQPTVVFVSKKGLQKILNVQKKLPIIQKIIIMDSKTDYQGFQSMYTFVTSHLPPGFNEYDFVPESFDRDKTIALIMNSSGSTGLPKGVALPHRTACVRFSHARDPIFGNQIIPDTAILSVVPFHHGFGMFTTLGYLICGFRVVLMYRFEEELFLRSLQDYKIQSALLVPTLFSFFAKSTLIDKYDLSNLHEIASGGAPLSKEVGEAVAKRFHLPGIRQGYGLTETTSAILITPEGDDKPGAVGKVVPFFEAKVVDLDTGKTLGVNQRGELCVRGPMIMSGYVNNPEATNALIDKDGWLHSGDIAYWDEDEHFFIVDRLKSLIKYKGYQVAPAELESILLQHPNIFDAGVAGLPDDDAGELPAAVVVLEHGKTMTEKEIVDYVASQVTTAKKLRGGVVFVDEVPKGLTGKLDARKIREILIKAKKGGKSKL
# STAT1 activator = STAT1 signaling activators, primary screen, cell-based, HTS, luciferase reporter | activation (% of control), % at 5.5 µM | 200,000 compounds, 2.6% hits | NIH 3T3 STAT1-luciferase reporter, IFN-gamma, luminescence; 100% = IFN-gamma alone, no compound;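 active means activation above the screen-wide mean activation plus 3 SD, cut at about 130% in these data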;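 further: raw ratio to IFN-gamma control signal so 100% means no change and 0% no light; values of inactives mirror those of a sister screen read the other way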
# G6PDH CS = L. mesenteroides G6PDH inhibitors, counter-screen for G6PDH-coupled screening assays, biochemical, Leuconostoc mesenteroides enzyme | 200,000 compounds, 0.12% hits | inhibition, % at 5 µM | AID 1020, 2008 | Purified L. mesenteroides G6PDH, diaphorase/resazurin coupled fluorescence, 45 min; in the data active means inhibition above about 50%
# NF-kB expr up = activators of NF-kB expression in neurons, primary screen, cell-based, HTS; fold change at 12.5 µM; AID 1239, 2008; 190,000 compounds, 1.6% hits; human neuronal cells, NF-kB reporter expression; active compounds read high; in the data active means fold change above about 3.3
# Hsp70 act = Hsp70 transcriptional activators, primary screen, cell-based, HeLa, Hsp70 promoter luciferase, luminescence, 10 µM; HeLa Hsp70 promoter luciferase reporter; scaled: vehicle 0, proteasome-inhibitor control 100%; activation, % at 10 µM; 200,000 compounds, 0.04% hits;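 active means activation above the mean across all tested compounds plus 3 SD, cutoff set per campaign, cut at about 5.5% in these data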;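 further: 100% = MG132 at 30 µM as the positive control and 0% = DMSO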
# APP transl inh = inhibitors of APP translation via 5'UTR reporter, primary screen, APP 5'UTR luciferase, SH-SY5Y cells | SH-SY5Y APP 5'UTR-luciferase reporter, luminescence | inhibition, % at 2 µM | 190,000 compounds, 0.82% hits;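 active means inhibition above a set limit, derived from the sample mean plus 3 SD, cut at about 45% in these data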; further: values of inactives mirror those of a sister screen read the other way
# FLuc stim CS = FLuc activators, initial screening, artefact control for FLuc-dependent activation tests, biochemical, ATPlite luminescence. AID 1027, 2008. 200,000 tested, under 10 active. Luciferin 4-monooxygenase (Photinus pyralis), P08659. ATPlite luciferase biochemical, 10 min; 0 = ATP-free wells, 1 = DMSO control. activation factor at 10 µM;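 active means luciferase activation factor, scaled between plate controls, of at least 2 with compound at 10 µM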
#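 Assay system: Luciferase/luciferin reagent mix; Medium: PBS as buffer for the ATP substrate; Dosing: test compounds dosed from 2 mM stocks in 100% DMSO; Times: 10 min, room temperature; Signal: luminescence from luciferase reaction; Read-out: luciferase activation; Controls: No-ATP low control, compound-free enzyme-plus-ATP high control.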
# Redox H2O2 prof = compounds producing H2O2 with reducing agent – biochemical, NIH compound library profiling, artefact control for MLSCN library redox annotation, primary screen; 200,000 compounds, 0.03% hits; activation, % at 10 µM; DTT-dependent redox cycling H2O2, phenol red/HRP absorbance; 100% = 100 µM peroxide control, 0% = buffer;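 active means activation of at least 50% relative to the plate's high and low controls in the primary single-dose screen; inactive means activation below 50%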;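 further: compound incubated with DTT at 0.8 mM final as the reducing agent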
# APP 5'UTR act = activators of APP 5'UTR luciferase reporter, primary screen, SH-SY5Y cells; SH-SY5Y APP 5'UTR luciferase reporter, luminescence; zero percent = DMSO vehicle wells; activation, % at 2 µM; 190,000 compounds, 1% hits; AID 1276, 2008;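 active means activation above a set limit, based on mean plus 3 SD of controls, cut at about 140% in these data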; further: values of inactives mirror those of a sister screen read the other way
# * = called active by the depositor; · = not tested or not shown.
SMILES,HMGR II inh,FLuc inh counter,STAT1 activator,G6PDH CS,NF-kB expr up,Hsp70 act,APP transl inh,FLuc stim CS,Redox H2O2 prof,APP 5'UTR act
Cc1nc(N)sc1C(=O)OCC(C)C,-3,-3,97,3,1,-0.4,-9,1,-2.2,9
O=C(COC(=O)CNC(=O)c1ccccc1F)NCC(F)(F)F,-2,-7,100,5,1.1,0.0,-17,1.1,-0.2,17
CCn1nc(C)c(Br)c1Nc1ccc(Br)cc1,-1,-6,98,3,1.2,-0.4,-26,1.1,-1.3,26
COc1ccccc1N1CCN(C/C(C)=C/c2ccccc2)CC1,0,-4,104,3,1.2,-0.4,0,1,-0.5,0
Cc1ccc(Cl)cc1NC(=O)c1cnn2c1NC(c1ccco1)CC2C(F)(F)F (centres undefined),1,-4,108,-3,1,-0.3,20,1,2.0,-20
Cc1ccccc1NC(=S)NC(NC(=O)c1ccccc1C)C(Cl)(Cl)Cl (centres undefined),-3,-4,93,9,1.1,-0.3,-8,1,3.0,8
CCOc1ncccc1C(=O)NCc1ccc(OC)cc1,-7,-5,106,-1,1.4,0.2,·,1,1.8,·
CCc1ccc(C(=O)COC(=O)CNC(=O)CNC(=O)Cc2ccccc2)cc1,-1,10,114,3,1.2,0.1,12,0.9,0.2,-12
O=C(NC1CCCC1)C(c1ccccc1)N(C(=O)c1ccno1)c1ccccc1 (centres undefined),-1,-8,88,10,0.97,-0.2,9,1.1,0.7,-9
CC(C)c1nc(N2CCN(C(=O)c3ccco3)CC2)c2c3c(sc2n1)CCCC3,2,-4,90,-26,0.6,0.0,7,1,2.3,-7
ClC1(Cl)CC1CSc1nc2ccccc2[nH]1 (centres undefined),-3,8,114,-1,2.2,0.1,-43,0.9,0.2,43
Cc1c(Cl)cccc1Nc1nc(N)nc(CSC(=S)N2CCOCC2)n1,-3,-4,115,7,1.4,-0.3,-14,1,0.2,14
O=C(NCc1ccccc1)NC1(C(=O)N2CCOCC2)CCCCC1,-2,0,99,7,1.1,-0.1,0,1,-0.8,0
CCOC(=O)CCCC(=O)N1CCOCCOCCN(C(=O)CCCC(=O)OCC)CCOCCOCC1,-4,1,103,16,1,-0.3,-18,1,0.7,18
CCCc1cc(C(=O)NCCc2ccccc2)no1,-5,6,118,9,2.5,-0.2,-77,0.9,-0.5,77
CCc1cccc(C)c1NC(=O)CSc1ncn[nH]1,-8,-6,101,4,0.97,-0.1,15,1.1,0.0,-15
FC(F)(F)c1nnc(-c2ccccc2)nc1Oc1ccccc1,1,-6,100,-6,1,1.3,-4,1.1,-6.6,4
Cc1ccc(C)c(NC(=O)Cn2cnc3c(oc4ccccc43)c2=O)c1,2,1,103,-5,1.1,-0.2,8,1,-2.3,-8
Cn1cccc1/C=N/NC(=O)c1ccn[nH]1,-4,23,116,-10,1.1,-0.3,-18,0.8,0.1,18
CCC(=O)Nc1ccc(C(=O)Nc2ccc3c(c2)OCO3)cc1,0,-3,106,1,1.6,0.1,4,1,-0.2,-4
COc1ccccc1NC(=O)CCn1cccc1,0,0,100,-7,1.1,0.0,-13,1,0.2,13
CCOc1ccc(OCc2ccc(C(=O)Nc3ccc(Cl)cn3)o2)cc1,-4,-6,118,-45,1.5,-0.2,0,1.1,1.3,·
Cc1cc(C(=O)COC(=O)c2nc3nccc(C)n3n2)c(C)n1CC1CCCO1 (centres undefined),-3,2,105,-2,1.1,-0.1,15,1,0.0,-15
Cc1ccc(NC(=O)c2cnccn2)cc1S(=O)(=O)N(C)C,-7,2,101,8,0.93,0.2,-14,1,-0.2,14
O=C(CSc1nnc(-c2ccccc2O)n1-c1ccccc1)Nc1cccc(C(=O)O)c1,-5,-4,97,4,1.1,-0.1,-2,1,-2.6,2
O=C(COc1ccccc1Cl)N1CCN(c2ccc(F)cc2)CC1,-4,-6,103,-2,0.93,-0.2,-12,1.1,-0.8,12
COc1ccc(OC)c(-c2cc(C(F)(F)F)c3c(n2)sc2c(O)cc(=O)[nH]c23)c1,-9,-6,93,10,1.1,-0.1,-3,1.1,0.1,3
COc1ccc(C(=O)Nc2nc3ccccc3[nH]2)cc1S(=O)(=O)N1CCCC1,-3,-3,109,9,0.88,-0.1,-28,1,0.3,28
Cc1c(Cl)ccc2c(C(=O)NCCN3CCCCC3)cc(-c3ccccn3)nc12,-7,6,116,7,0.98,-0.6,-13,0.9,8.2,13
O=C(O)c1cccc(NS(=O)(=O)c2cccc3nsnc23)c1,-2,-7,101,4,1.2,-0.3,5,1.1,0.2,-5
O=C(COc1ccc(/C=N/NC(=O)c2ccccc2O)cc1)Nc1ccc([N+](=O)[O-])cc1,2,-5,99,0,0.95,-0.5,-4,1,0.7,4
O=C(c1ccccc1)[C@H]1CC=CC[C@H]1C(=O)O,-9,-9,100,20,1.1,-0.4,2,1.1,0.0,-2
C/C(=N\Nc1cccc(Cl)c1)c1ccncc1,2,-4,128,0,1.1,0.3,-11,1,-1.8,11
CCN(CC)CC(=O)NCC1(c2ccccc2)CCOCC1,-2,-3,98,16,1.6,-0.3,-4,1,0.1,4
COC(C(=O)Nc1cc([N+](=O)[O-])ccc1C)c1ccccc1 (centres undefined),-1,-5,101,-6,1.1,-0.1,-6,1,0.7,6
Cc1ccc(C)c(NC(=S)NCc2ccc3c(c2)OCO3)c1,-3,1,98,-12,1.1,-0.4,3,1,3.0,-3
CC(C)CCNC(=O)c1ccc2c(c1)ncn2C1CCCC1,-3,22,123,5,1.3,0.2,-14,0.8,0.2,14
NC(=O)c1noc(C(=O)N(CC(=O)NC2CCCC2)Cc2ccc3c(c2)OCO3)c1N,-8,-6,99,3,1.1,0.1,-3,1.1,1.1,3
CCCC1C2C(=O)N(c3ccccc3OCC)C(=O)C2ON1c1ccccc1 (centres undefined),0,-8,91,2,1,-0.5,10,1.1,-0.4,-9
C/C(=N\NC(N)=O)c1cccc(Cl)c1,-3,3,97,19,1.1,-0.2,-23,1,0.2,23
C=CCNC(=O)C1CC1(c1ccccc1)c1ccccc1 (centres undefined),0,1,95,18,1.1,-0.2,-5,1,-0.5,5
C=CCN(c1ccccc1Cl)S(=O)(=O)c1cccc(C(=O)NCCc2ccc(OC)cc2)c1,-1,-4,90,18,1.2,-0.2,4,1,0.2,-4
CCOc1cc(-n2cnnn2)c(OCC)cc1NC(=O)c1cc2ccc(N(CC)CC)cc2oc1=O,·,·,104,·,·,0.4,-22,·,2.3,22
CC(C)c1ccc(O)c(NC(=O)c2cccnc2)c1,-8,-3,103,0,1,-0.4,-6,1,0.2,6
CN(Cc1ccsc1)C(=O)CCc1nnc(Cc2c[nH]c3ccccc23)o1,-7,-4,97,3,1.1,0.4,15,1,-1.1,-15
O=C(O)c1cccc(NC(=O)c2cccc(S(=O)(=O)N3CCCCC3)c2)c1,3,-1,92,5,1.7,-0.1,-25,1,0.9,25
O=C(Nc1ccc2ccccc2c1)/C(=C\c1ccc2c(c1)OCO2)NC(=O)c1ccco1,-5,-2,103,7,0.95,-0.2,-12,1,1.2,12
COc1ccc2[nH]cc(C(=O)CN(C)CCc3ccc(OC)c(OC)c3)c2c1,-13,-5,94,-34,0.93,-0.4,-11,1.1,0.1,11
C=CCn1c(SCC(=O)NC2CCCCC2)nnc1-c1sc(N)nc1C,-1,0,95,4,1.1,-0.4,20,1,2.6,-20
N#Cc1ccc(OCC(=O)Nc2cc(S(=O)(=O)N3CCCCC3)ccc2N2CCCCC2)cc1,0,-5,95,-18,1.2,-0.1,4,1.1,0.3,-4
CCNC(=S)NNC(=O)c1cc(C2CC2)nc2ccccc12,-6,5,101,-7,0.91,-0.4,2,1,-4.9,-2
COc1ccc(N2CCN(CC(=O)NCc3ccccc3)CC2)cc1,-2,2,99,28,0.98,0.7,20,1,-0.1,-20
CCOc1ccc(-c2nc(CSCC(=O)NC3CCCc4ccccc43)c(C)o2)cc1 (centres undefined),-3,-6,95,-3,0.59,-0.3,2,1.1,0.0,-2
CCCC(C(=O)NC1CCCC1)N(C(=O)Cn1nnc(-c2ccc(C)o2)n1)C1CCCC1 (centres undefined),-6,-4,98,7,1,-0.3,-6,1,0.0,6
N#Cc1ccc(CSc2nnc(-c3ccncc3)n2CCc2ccccc2)cc1,-2,-6,94,3,0.72,-0.4,6,1.1,1.8,-5
CCc1cc2c(=O)c(-c3cnn(-c4ccccc4)c3)c(C)oc2c(CN2CCCCC2)c1O,-4,-9,98,5,0.8,-0.1,-4,1.1,-1.0,4
C/C(CC(=O)Nc1cccc2c1CCCC2)=N\NC(=O)c1cccc2ccccc12,-2,-4,105,-5,0.87,-0.3,12,1,-0.3,-12
CSc1nnc([C@@H]2CCCN2C(=O)OC(C)(C)C)o1,2,-4,101,1,1.1,-0.2,-5,1,0.0,5
Cc1sc(=NC(=O)c2ccco2)n(C)c1-c1ccc(Cl)cc1,-3,44,118,2,1.9,-0.2,-92,0.6,-5.1,92
CN(C)c1ccc(/C=C/C(=O)c2ccc(C(C)(C)C)cc2)cc1[N+](=O)[O-],-6,-2,101,7,1.2,-0.3,3,1,1.1,-3

# 2 compounds picked at random from those above, as already listed:
SMILES,HMGR II inh,FLuc inh counter,STAT1 activator,G6PDH CS,NF-kB expr up,Hsp70 act,APP transl inh,FLuc stim CS,Redox H2O2 prof,APP 5'UTR act
NC(=O)c1noc(C(=O)N(CC(=O)NC2CCCC2)Cc2ccc3c(c2)OCO3)c1N,-8,-6,99,3,1.1,0.1,-3,1.1,1.1,3
C=CCN(c1ccccc1Cl)S(=O)(=O)c1cccc(C(=O)NCCc2ccc(OC)cc2)c1,-1,-4,90,18,1.2,-0.2,4,1,0.2,-4

# Other entries follow.
SMILES,HMGR II inh,FLuc inh counter,STAT1 activator,G6PDH CS,NF-kB expr up,Hsp70 act,APP transl inh,FLuc stim CS,Redox H2O2 prof,APP 5'UTR act
CS(=O)(=O)N1N=C(c2ccccc2)CC1c1cccs1 (centres undefined),1,-5,108,5,1.5,-0.1,13,1.1,1.7,-13
COc1ccccc1N1CCN(C(c2cccs2)C(C)NC(=O)c2cccnc2)CC1 (centres undefined),5,-6,98,0,1.1,-0.2,-6,1.1,-0.8,6
CC(C)c1ccc(NC(=O)c2cnn(-c3ccccc3)c2NC(=O)c2ccco2)cc1,-3,-2,107,2,0.95,-0.1,-10,1,1.6,10
CCOc1cc([N+](=O)[O-])cc2c1C(=O)Nc1ccccc1O2,-3,-7,100,0,0.82,0.1,-20,1.1,0.0,20
Nc1ccc(C(=O)N/N=C\C=C\c2ccc([N+](=O)[O-])cc2)cc1,-12,-3,113,-1,1.1,-0.6,13,1,-0.1,-13
CC(=O)c1ccc(OCC(=O)Nc2ccc3nc(C)sc3c2)cc1,-1,-2,103,0,1.1,-0.4,0,1,-0.1,0
COc1cc(-c2nc(CN(C)C(C)c3ccncn3)c(C)o2)ccc1F (centres undefined),0,0,101,1,·,-0.4,7,1,-0.8,-7

# Outcome played no part in choosing rows; any-hit rate near 5.3%.
